Bioassay records (PubChem)
Tau fluor cs – counter-screen for tau fibril formation inhibitors; tau K18 P301L (four-repeat tau fragment) Alexa594 fluorescence, heparin fibrillization; Potency, µM (highest dose often 57.7 µM), for the others: at the top dose activity change, negative = decrease; 0.93% of 280,000 active; AID 1463; also: potency is read from the fitted curve at half-maximal effect; % is scaled to controls: 0 for no effect and ±100 for the full control effect; nearly all actives have a fitted effect of over 55% in size
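Human K18 P301L tau (15 uM unlabeled plus 0.24 uM Alexa 594-labeled, final) in 100 mM sodium acetate pH 7 was mixed with compound and 20 uM heparin and incubated 6 hr at 37 C.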
TexasRed fluor – counter-screen for TRb-SRC2 inhibitors: fluorescence interference; AID 1479; Potency, µM (series often up to 106 µM), for inactives: top-dose fluorescence change, negative = quenching; 0.29% of 280,000 active; TRb/SRC2 Texas Red total fluorescence interference; active = well fitted curve in either direction with a large enough effect; inconclusive = small, poorly fitted or top-dose-only effect; also: potency is read from the fitted curve at half-maximal effect; % is scaled to controls: 0 for no effect and ±100 for the full control effect
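Human TRβ ligand-binding domain (0.6 uM) and Texas Red SRC2 peptide (20 nM) in Tris buffer with 1 uM T3 and 5% DMSO were incubated with pinned compound for 5 hr at ambient temperature. Total fluorescence was computed as S + 2P (555/632 nm).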
NPSR antag – blocks cAMP signaling of the human neuropeptide S receptor; Q6W5P4; CHO-NPSR cells, cAMP TR-FRET, antagonist mode; Potency, µM (titrated, usually from 38.3 µM), inactives show at the highest dose activity change, negative = inhibition, hits mostly inhibitors; 1% of 220,000 active; also: potency is read from the fitted curve at half-maximal effect; % is scaled to controls: 0 for no effect and ±100 for the full control effect; nearly all actives have a fitted effect of over 50% in size; many of its hits are not listed in these tables
Target sequence (Q6W5P4 whole entry, looked up): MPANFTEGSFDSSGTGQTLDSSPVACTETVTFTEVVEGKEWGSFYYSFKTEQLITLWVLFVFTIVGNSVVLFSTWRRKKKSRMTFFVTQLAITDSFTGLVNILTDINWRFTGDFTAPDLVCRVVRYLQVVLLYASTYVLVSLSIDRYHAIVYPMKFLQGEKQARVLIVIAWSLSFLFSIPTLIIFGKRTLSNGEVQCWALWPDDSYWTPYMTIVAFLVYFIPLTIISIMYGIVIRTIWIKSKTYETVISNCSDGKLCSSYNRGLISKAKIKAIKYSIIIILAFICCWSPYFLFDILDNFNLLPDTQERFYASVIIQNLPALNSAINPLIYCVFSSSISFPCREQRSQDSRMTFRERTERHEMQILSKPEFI
TRb-SRC2 inh – inhibitors of human thyroid hormone receptor beta-SRC2 interaction. P10828. TRbeta-SRC2 peptide binding, fluorescence polarization; receptor liganded with 1 µM T3. Potency, µM (top dose mostly 106 µM), for the others: at the top dose activity change, negative = inhibition, most hits filed as inhibitors. 0.065% of 280,000 active. AID 1469;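 also: potency is read from the fitted curve at half-maximal effect; plate controls were bound peptide for no effect and peptide without receptor for full effect; nearly all actives have a fitted effect of over 50% in size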
Target sequence (P10828 whole entry, looked up): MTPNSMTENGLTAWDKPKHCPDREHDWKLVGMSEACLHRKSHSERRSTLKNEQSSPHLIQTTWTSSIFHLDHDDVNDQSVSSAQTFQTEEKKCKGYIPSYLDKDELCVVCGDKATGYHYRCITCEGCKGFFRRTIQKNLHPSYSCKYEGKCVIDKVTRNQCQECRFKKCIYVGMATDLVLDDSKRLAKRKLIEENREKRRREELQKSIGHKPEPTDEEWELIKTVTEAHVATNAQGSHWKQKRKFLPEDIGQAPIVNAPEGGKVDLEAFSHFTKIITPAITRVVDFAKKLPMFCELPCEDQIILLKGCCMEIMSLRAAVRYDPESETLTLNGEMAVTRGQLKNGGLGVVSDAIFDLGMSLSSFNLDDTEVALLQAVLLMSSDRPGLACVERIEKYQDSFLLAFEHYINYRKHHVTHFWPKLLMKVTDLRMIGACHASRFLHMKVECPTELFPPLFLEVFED
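Decrease in fluorescence polarization of 20 nM Texas Red SRC2 coactivator peptide flagged inhibition of its binding to 0.6 uM TRb LBD; 1 uM T3 included, incubation 5 hr, ex 555/em 632 nm.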
Epigenetic derep – derepresses silenced GFP reporter in murine cells; 0.2% of 280,000 active; Potency, µM (series often up to 53.9 µM), without a hit: at the top dose GFP activation, usual class: activators; murine LDR cells, GFP reporter derepression, 30 h; also: potency is read from the fitted curve at half-maximal effect; % of control where 0% means no effect; nearly all actives have a fitted effect of over 60% in size
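Murine LDR cells carrying a silenced, genomically integrated CMV-driven GFP reporter were exposed to compound for 30 hours at 37 C. After PBS washes, GFP-positive cells (20–120 um objects) were counted by laser-scanning microplate cytometry.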
Tau fibril FP – inhibitors of human tau fibril formation. AID 1468. Potency, µM (top dose mostly 57.7 µM), for inactives: at the highest dose activity, negative = inhibition, most hits filed as inhibitors. P10636. K18 P301L tau heparin fibrillization, Alexa594 FP, 6 h. 0.39% of 280,000 active; also: potency is read from the fitted curve at half-maximal effect; % is scaled to controls: 0 for no effect and ±100 for the full control effect; nearly all actives have a fitted effect of over 55% in size
Target sequence (P10636 561-689 P618L limits assumed): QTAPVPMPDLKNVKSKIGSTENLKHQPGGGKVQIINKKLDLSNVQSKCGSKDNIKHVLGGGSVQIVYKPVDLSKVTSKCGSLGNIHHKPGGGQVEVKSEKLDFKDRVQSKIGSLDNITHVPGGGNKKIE
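FP of Alexa 594-tau after heparin (20 uM) induction. Substrate: human K18 P301L, 15 uM unlabeled, 0.24 uM labeled. Buffer 100 mM sodium acetate pH 7. 6 hr, 37 C.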
CBFb-RUNX1 inh – CBF-beta/RUNX1 interaction disruption; AID 1477; Potency, µM (top dose mostly 59.8 µM), inactives show at the top dose activity, negative = inhibition, usual class: inhibitors; 230,000 tested, under 10 active; Q01196+Q13951; AlphaScreen CBFb-His/RUNX1-biotin binding, biochemical; also: % of control where 0% means no effect
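CBFb-His/RUNX1-biotin, 30 nM each, preincubated 20 min RT; compound 15 min RT; Ni + streptavidin beads 50 ng each, 90 min RT; AlphaScreen read.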
aGal spleen mod – inhibitors or activators of human alpha-galactosidase in spleen homogenate; 0.008% of 240,000 active; human spleen homogenate, 4MU-alpha-Gal fluorescence, 40 min; AID 2107; Potency, µM (titrated, usually from 80 µM), without a hit: at the top dose activity change, negative = inhibition, hits mostly inhibitors;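 also: potency is read from the fitted curve at half-maximal effect; 0% = enzyme with vehicle and -100% = no enzyme basal signal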
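Inhibition or activation of alpha-galactosidase in human spleen homogenate is scored by 4-MU fluorescence after 40 min at 37C, pH 5.0, with 1 mM substrate. AC50s come from concentration-response fitted to the Hill equation.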
* = called active by the depositor; u = inconclusive; x = not tested or not shown; & = joins results of further samples; [ ] = dose if it differs, or a comment. Unless noted, calls follow the shape of the dose curve; as a rule, active = well fitted curve in the direction sought with a large enough effect; inconclusive = small, poorly fitted or top-dose-only effect, or another doubt; inactive = no such curve, though single readings can be large; an effect the other way counts as inactive or inconclusive.

1	CC(C)C1C(=O)O[C@@H]2CCN3CC=C(COC(=O)[C@](C)(O)[C@]1(C)O)[C@H]23 (some centres not stated)
2	CCOc1ccc(-n2c(O)c(N=Nc3ccc([N+](=O)[O-])cc3)c(=O)[nH]c2=O)cc1
3	Cn1ccc(NC(=O)CCl)n1
4	COc1cc2c(c(OC)c1OC)-c1ccc(O)c(=O)cc1C(NC(C)=O)CC2 (configuration not stated)
5	CCCCCCC(=O)N/N=C/c1c(O)n(CCCC)c(=S)[nH]c1=O
6	Oc1ccccc1-c1ccccc1
7	CC(C)CNP(=S)(c1ccccc1)C(C)(C)C (configuration not stated)
8	CN1C(=O)N(C)C(=O)C2(Cc3cc([N+](=O)[O-])ccc3N(C)C2c2ccccc2)C1=O (configuration not stated)
compound no.	1	2	3	4	5	6	7	8
Tau fluor cs	x	-5%	-2%	-8%	-22%	x	-13%	-10%
TexasRed fluor	-2%	-2%	1%	-5%	-1%	-2%[201 µM]	-4%	0%
NPSR antag	x	-18%	33%	x	-9%	x	-5%	-10%[46.1 µM]
TRb-SRC2 inh	-4%	-2%	10%	-7%	-2%	4%[201 µM]	-3%	0%
Epigenetic derep	x	-3.2%	9.6%	0.5%	2.4%	x	0.1%	0.0%
Tau fibril FP	x	10%	4%	-1%	-10%	x	-3%	1%
CBFb-RUNX1 inh	1%	-1%	1%	x	2%	20%[21.7 µM]	14%	4%
aGal spleen mod	-5%	-2%	-2%	13%	-4%	2%	-4%	4%

9	Cc1c(C(c2ccccc2Cl)c2c(O)c3ccccc3oc2=O)c(=O)n(-c2ccccc2)n1C (configuration not stated)
10	COc1ccc([N+](=O)[O-])cc1N=Cc1c(O)n(CCc2ccccc2)c(=O)n(C(C)C)c1=O
11	CCC12CN3CC(CC)(CN(C1)C3c1ccccn1)C2=O (configuration not stated)
12	C[C@@H]1CO1
13	C=CCC1(C(C)CCC)C(=O)N=C(S)NC1=O (configuration not stated)
14	O=S(=O)(c1ccc(Cl)cc1)c1ccc(Cl)cc1
15	CC(=O)NC1CC2CCC(C1)N2 (configuration not stated)
16	O=c1[nH]c(=S)[nH]c(O)c1N=Nc1ccc2c(c1)OCO2
compound no.	9	10	11	12	13	14	15	16
Tau fluor cs	1%	-26%	-2%	x	-9%	x	6%	-11%
TexasRed fluor	5%	2%	0%	1%	-4%	-2%[201 µM]	1%	-1%
NPSR antag	6%	-29%	x	x	x	x	-12%[46.1 µM]	-34%
TRb-SRC2 inh	-5%	2%	-7%	6%	-4%	-2%[201 µM]	-3%	7%
Epigenetic derep	0.0%	-1.0%	-2.3%	x	-1.4%	x	-2.1%	1.1%
Tau fibril FP	6%	u	-4%	x	-2%	x	4%	8%
CBFb-RUNX1 inh	3%	-3%	x	20%	x	u	3%	-7%
aGal spleen mod	-1%	-2%	x	-12%	-3%	0%&-10%	3%	-6%

17	CNC[C@H](O)c1ccc(O)cc1
18	COc1cccc(C(=O)c2cn(CC(=O)Nc3cc(Cl)c(OC)cc3OC)c3nc(C)ccc3c2=O)c1
19	NCCCNCCCCNCCCNC(=O)Cc1ccc(O)cc1
20	Cc1nc2cc([N+](=O)[O-])ccc2c(=O)n1-c1ccccc1[N+](=O)[O-]
21	CC(C)(C)OOC(=O)c1ccccc1
22	COC(=O)C1=C(N)OC(C)=C(C(C)=O)C12C(=O)N(C)c1ccccc12 (configuration not stated)
23	CNC(=O)CSP(=S)(OC)OC
24	CCCCCCCCN=Cc1c(O)[nH]c(=O)[nH]c1=O
compound no.	17	18	19	20	21	22	23	24
Tau fluor cs	x	-3%	-11%[11.6 µM]	-10%	x	-10%	-7%	5%
TexasRed fluor	-2%[53 µM]	0%	-1%[11.2 µM]	-2%[53 µM]	-1%[201 µM]	4%	0%[201 µM]	-5%
NPSR antag	x	x	x	-1%	x	0%[46.1 µM]	x	11%
TRb-SRC2 inh	-6%[53 µM]	-7%	9%[11.2 µM]	7%[53 µM]	-3%[201 µM]	1%	2%[201 µM]	-9%
Epigenetic derep	1.1%[16.9 µM]	u	-0.6%[10.1 µM]	1.2%	x	2.7%	0.4%	0.9%
Tau fibril FP	x	u	1%[11.6 µM]	6%	x	-18%	u	2%
CBFb-RUNX1 inh	2%[21.7 µM]	x	-2%[13.1 µM]	-1%	3%[21.7 µM]	4%	x	4%
aGal spleen mod	10%[29.1 µM]	x	-5%[17.5 µM]	2%	5%	-20%	-10%	5%

25	CC(C)C[C@H]1C(=O)N2CCC[C@@H]2[C@]2(O)O[C@](NC(=O)[C@H]3C=C4c5cccc6[nH]c(Br)c(c56)C[C@H]4N(C)C3)(C(C)C)C(=O)N12
26	COC(=O)Nc1ccc(N=C(N)N[N+](=O)[O-])cc1
27	CN[C@@H](Cc1c[nH]c2ccccc12)C(=O)O
28	CCOC(=O)c1oc2ccc(S(=O)(=O)n3nc(-c4ccc(Cl)cc4)cc3N)cc2c1C
29	COc1cccc(C2(C#N)CCN(C)CC2)c1
30	CC1CCC(C(C)C)C(OC(=O)c2ccccc2N)C1 (configuration not stated)
31	O=C(c1cc(=O)[nH]c2ccc(Br)cc12)N1CCC2(CC1)OCCO2
32	CCN(CC)CCCOC(=O)C(OC)(c1ccccc1)c1ccccc1
compound no.	25	26	27	28	29	30	31	32
Tau fluor cs	x	0%	-9%	u	-8%	-26%	-1%	-6%
TexasRed fluor	-2%[53 µM]	-1%	1%	0%	0%	-1%	1%	-5%
NPSR antag	x	2%	x	-26%[46.1 µM]	14%	x	-6%[46.1 µM]	-8%[46.1 µM]
TRb-SRC2 inh	-1%[53 µM]	-1%	-2%	-5%	-7%	-2%	-8%	-4%
Epigenetic derep	1.4%[16.9 µM]	11%	0.0%	-0.9%	-0.5%	6.9%	-1.4%	-0.8%
Tau fibril FP	x	1%	2%	u	-3%	3%	-3%	-6%
CBFb-RUNX1 inh	-10%[21.7 µM]	0%	5%[21.7 µM]	0%	-7%	u	0%	4%
aGal spleen mod	5%[29.1 µM]	1%	12%	1%	-20%	6%	-3%	-2%

33	Cn1c(O)c(C2=NNC(c3ccc(Cl)cc3)C2)c(=O)n(C)c1=O (configuration not stated)
34	Cc1cccc(-c2nc(CN3C(=O)CN=C(c4ccccc4)c4ccccc43)c(C)o2)c1
35	c1ccc(Nc2ccc(Nc3ccccc3)cc2)cc1
36	CCCCCCn1c(=O)c(C(=O)Nc2nnc(C)s2)c(O)c2ccccc21
37	N#CC1=C(N)Oc2c(c(=O)oc3ccccc23)C1c1ccncc1 (configuration not stated)
38	CC(C)C[C@H](NC(=O)[C@H](Cc1ccccc1)NC(=O)CNC(=O)[C@@H](COC(C)(C)C)NC(=O)[C@@H](N)Cc1ccc(O)cc1)C(=O)N[C@H](C(=O)O)[C@@H](C)OC(C)(C)C
39	Cc1nn(Cc2ccccc2)c(C)c1C(=O)O
40	CC(=O)N1CCN(c2ccc(OC[C@@H]3CO[C@@](Cn4ccnc4)(c4ccc(Cl)cc4Cl)O3)cc2)CC1
compound no.	33	34	35	36	37	38	39	40
Tau fluor cs	-14%	-5%	x	5%	-14%	x	0%	x
TexasRed fluor	0%	-1%	-2%	1%	1%	-5%	-1%	2%
NPSR antag	-8%[7.67 µM]	x	x	-18%	-4%[46.1 µM]	x	9%	x
TRb-SRC2 inh	-1%	-8%	6%	0%	-2%	-7%	-8%	2%
Epigenetic derep	2.7%	1.4%	x	1.9%	2.9%	x	0.0%	2.4%[16.9 µM]
Tau fibril FP	1%	1%	x	4%	1%	x	-6%	x
CBFb-RUNX1 inh	u	x	u	1%	-1%	-1%	4%	-16%[21.7 µM]
aGal spleen mod	1%	x	9%	2%	1%	-10%	3%	4%[29.1 µM]

41	O=c1[nH]c(=O)n(-c2ccccc2)c(O)c1/C=C1/C(c2ccccc2)=Nc2ccccc21
42	O=C1NC(=O)N(c2ccc(Cl)cc2)C(=O)/C1=C\c1ccc(Sc2nc3ccccc3[nH]2)o1
43	O=P(OCCCl)(OCCCl)OCCCl
44	Cc1ccc(/C=C2\C(=O)NC(=O)N(Cc3ccccc3Cl)C2=O)o1
45	O=C1NC(=O)C2(Cc3ccccc3N3CCCC32)C(=O)N1c1ccccc1 (configuration not stated)
46	Cc1o[nH]c(=O)c1CC(N)C(=O)O (configuration not stated)
47	CC12CC[C@H]3[C@@H](CCC4(O)C[C@H](O)CCC34/C=N/NC(=O)c3ccccc3Cl)C1(O)CCC2C1=CC(=O)OC1 (some centres not stated)
compound no.	41	42	43	44	45	46	47
Tau fluor cs	-5%	-26%	x	3%	-19%	-1%	-6%
TexasRed fluor	-1%[53 µM]	45µM*[fluorescent]	1%	20%	-1%	-1%	-2%
NPSR antag	-30%	-45%	x	-29%	9%[46.1 µM]	3%[46.1 µM]	13%
TRb-SRC2 inh	5%[53 µM]	x	-5%	20%	4%	2%	3%
Epigenetic derep	-1.3%	1.1%	x	0.3%	4.1%	-1.2%	-1.2%
Tau fibril FP	-3%	u	x	1%	u	6%	-5%
CBFb-RUNX1 inh	13%	u	-8%[21.7 µM]	-11%	7%	-5%	14%
aGal spleen mod	-1%	-2%	1%	3%	13%	-4%	-2%

Some of the compounds tested; the hit share may differ from the screen's.
